Screens deposited in PubChem BioAssay by several laboratories.
Rtt109 Vps75 – inhibitors of C. albicans Rtt109/Vps75 HAT, primary screen, biochemical, ThioGlo CoA-SH fluorescence, plate reader; Histone acetyltransferase RTT109 (Candida albicans (strain SC5314 / ATCC MYA-2876)), …; purified Rtt109/Vps75, 4 h; inhibition, % at 34.9 µM; 330,000 tested, 0.16% active;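 active means inhibition of at least 50% in every replicate; inconclusive means best replicate reaches 50% inhibition but some replicates fall short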
Target sequence (Q5AAJ8 whole entry, looked up): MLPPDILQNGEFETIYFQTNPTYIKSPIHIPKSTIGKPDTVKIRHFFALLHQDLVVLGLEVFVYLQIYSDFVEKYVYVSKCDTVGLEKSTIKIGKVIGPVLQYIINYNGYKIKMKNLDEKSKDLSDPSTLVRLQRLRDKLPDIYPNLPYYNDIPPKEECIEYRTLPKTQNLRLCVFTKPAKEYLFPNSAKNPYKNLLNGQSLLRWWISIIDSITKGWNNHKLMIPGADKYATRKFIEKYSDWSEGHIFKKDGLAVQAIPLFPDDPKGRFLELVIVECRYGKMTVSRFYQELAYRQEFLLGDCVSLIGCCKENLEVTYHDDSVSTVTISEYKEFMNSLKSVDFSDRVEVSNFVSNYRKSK
CAL PDZ FP-1 – untagged CAL PDZ binding inhibitors, primary screen, biochemical, fluorescence polarization, HTS. purified CAL PDZ, TMR-peptide fluorescence polarization, 1 h. inhibition, % at 24.9 µM. 300,000 tested, 0.92% active. AID 602252, 2012;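 active means mean inhibition of at least 30% with at least half of replicates also reaching 30%; inconclusive means no clear call, values can overlap the other calls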;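 further: 0% = DMSO neutral control and 100% = excess unlabeled competitor peptide PRC23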
CAL PDZ FP-2 – CAL PDZ peptide-binding inhibitors, primary screen, biochemical, fluorescence polarization, Cer-tagged CAL PDZ, HTS; Golgi-associated PDZ and coiled-coil motif-containing protein (Homo sapiens), Q9HD26; purified CAL PDZ, TMR-peptide fluorescence polarization, 1 h; inhibition, % at 20 µM; 330,000 tested, 0.02% active; AID 504414, 2011;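 active means highest replicate inhibition of at least 40%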;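 further: plate controls were DMSO neutral control wells for no effect and unlabeled competitor peptide control wells for full effect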
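Test system: tagged CAL PDZ domain / Buffer or medium: sodium phosphate/NaCl buffer pH 7.4 with TCEP, IgG, Thesit / Reagent: TMR-labelled reporter peptide T*-PRC34 bound in PDZ groove / Compound dosing: single point, 20 µM / Schedule: 1 h incubation at room temperature before polarization reading / Technique: fluorescence polarization (mP) / Benchmarks: unlabelled peptide, DMSO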
Keap1-Nrf2 PPI – Keap1-Nrf2 protein-protein interaction inhibitors, primary screen, biochemical, fluorescence polarization, single point; Kelch-like ECH-associated protein 1 (Homo sapiens), Q14145; Keap1 Kelch-Nrf2 peptide fluorescence polarization, 1536-well; inhibition, % at 9.4 µM; 340,000 tested, 0.15% active; AID 504523, 2011; in the data active means inhibition above about 12%; inconclusive means no clear call, values can overlap the other calls; inactive means below about 7.3%;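 further: human Keap1 Kelch domain with fluorescein labeled Nrf2 9mer peptide probe; 0% = neutral control wells and 100% = peptide positive control; higher means more block of Keap1 binding to Nrf2 peptide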
cardiac RTF act – cardiac RTF calcium sensitivity activators, primary screen, biochemical, IANBD-TnC fluorescence, EC20 calcium; Troponin I, cardiac muscle (Homo sapiens) + Troponin T, cardiac muscle (Homo sapiens) + …; IANBD-labeled TnC RTF fluorescence at EC20 calcium; 0% EC20 calcium, 100% full calcium; activation, % at 7.2 µM; 340,000 tested, 0.24% active; AID 493008, 2010;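 active means activation above the mean over all tested compounds plus 3 SD, cut at about 30% in these data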;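 further: rise in fluorescence read as greater calcium sensitivity of cardiac thin filaments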
DAGLB inhibitor – DAGLB lipase inhibitors, primary screen, biochemical, fluorescence, HTS | Diacylglycerol lipase-beta (Homo sapiens), Q8NCG7 | HEK293T DAGLB membrane lysate, EnzChek fluorogenic substrate | inhibition, % at 5.17 µM | 340,000 tested, 0.059% active | AID 504411, 2011; in the data active means inhibition above about 34%;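 further: 0% = enzyme with vehicle and 100% = wells lacking enzyme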
PKA-R2B activ – activators of PKA-R2B holoenzyme, primary screen, biochemical, fluorescence polarization, Cy5-IP20, human; cAMP-dependent protein kinase catalytic subunit beta (Homo sapiens) + cAMP-dependent …; PKA-R2B holoenzyme dissociation; R2B truncated from residue 108, S112A mutant; 0% DMSO only, 100% 113 µM cGMP; activation, % at 11.4 µM; 340,000 tested, 0.079% active;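 active means activation above a cutoff set at the mean over all compounds plus 3 SD, cut at about 18% in these data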;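 further: higher means more holoenzyme dissociation and a rise in polarization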
Target sequence (P31323 whole entry, looked up, other chains not shown, the tested form may be a part): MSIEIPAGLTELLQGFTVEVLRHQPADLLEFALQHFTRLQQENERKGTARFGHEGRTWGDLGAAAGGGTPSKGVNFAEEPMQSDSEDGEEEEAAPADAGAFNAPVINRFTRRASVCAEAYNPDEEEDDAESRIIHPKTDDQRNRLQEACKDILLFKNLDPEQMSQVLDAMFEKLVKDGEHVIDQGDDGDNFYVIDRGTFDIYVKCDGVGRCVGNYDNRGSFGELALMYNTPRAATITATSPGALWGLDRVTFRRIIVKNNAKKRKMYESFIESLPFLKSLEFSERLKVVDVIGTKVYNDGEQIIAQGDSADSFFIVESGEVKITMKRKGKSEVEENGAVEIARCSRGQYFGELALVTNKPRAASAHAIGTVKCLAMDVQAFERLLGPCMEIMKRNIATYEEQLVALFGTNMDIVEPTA
Cardiac RTF inh – cardiac RTF calcium sensitivity inhibitors, primary screen, biochemical, IANBD-TnC fluorescence, EC70 calcium. inhibition, % at 7.15 µM. Troponin I, cardiac muscle (Homo sapiens) + Troponin T, cardiac muscle (Homo sapiens) + …. 340,000 tested, 0.12% active. IANBD-labeled cardiac RTF, Ca2+ fluorescence. AID 493244, 2011;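 active means inhibition above the mean inhibition of all tested compounds plus 3 SD, cut at about 17% in these data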;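 further: assay run at fixed EC70 calcium of 1.6 mM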
SR-BI uptake up – activators of SR-BI mediated DiI-HDL uptake, primary screen, ldlA[mSR-BI] CHO cells, DiI fluorescence. 3 h; 100 = double the neutral-control signal. 320,000 tested, 0.096% active. activation, % at 12.5 µM;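 active means mean replicate activation of at least 60% and every replicate at or above 60%; inconclusive means mean or all-replicate condition met, but not both; inactive means mean below 60% and not all replicates reaching 60%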;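 further: 0% = median plate neutral-control signal and 100% = twice that signal; values of inactives mirror those of a sister screen read the other way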
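system = CHO ldlA[mSR-BI] cells, LDL receptor-null, SR-BI overexpressing | medium = Ham's F12 with 0.5% BSA, HEPES 25 mM, pH 7.4 | probe or stimulus = DiI-HDL 10 µg/mL | compound dosing = single-point compound dose | incubation = compound exposure 3 h, 37 °C | technique = DiI fluorescence, bottom read | read-out = cell-associated DiI fluorescence as measure of HDL uptake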
C-LANA FP – inhibitors of KSHV C-LANA binding to DNA, primary screen, biochemical, fluorescence polarization, FAM-LBS DNA, MBP-C-LANA, single point; Kaposi's sarcoma herpesvirus LANA C-terminal domain (residues 932-1162) DNA binding; inhibition, % at 9 µM; 340,000 tested, 0.078% active; AID 504423, 2011;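 active means highest replicate inhibition at or above 60% at 9 µM, even if other replicates fall short; inactive means all replicates below 60% inhibition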;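 further: 0% = neutral control wells and 100% = 4 µM acridine orange control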
* marks the source's active call; other numbers are inactive results; ? = inconclusive; / = no result given.

#	Cardiac RTF inh	CAL PDZ FP-2	DAGLB inhibitor	C-LANA FP	cardiac RTF act	PKA-R2B activ	Keap1-Nrf2 PPI	SR-BI uptake up	Rtt109 Vps75	CAL PDZ FP-1	canonical_smiles
1	-7	0.1	-1	0.0	-2	-7	4	0	24	-3	COc1ccccc1NS(=O)(=O)c1ccc2oc(SC(C)C(=O)N3CCNC3=O)nc2c1 (stereo not drawn)
2	-5	-2.4	0	1.4	10	8	-3	-8	10	-3	S=c1nc(-c2ccccc2Br)[nH][nH]1
3	-9	-2.4	0	-0.2	2	0	-2	-16	-5	-1	CN(C)/C=N/C(=S)Nc1cc(Cl)cc(Cl)c1
4	-13	-0.5	0	0.5	-1	1	4	-7	11	-2	COCCCNc1nc2c(c(=O)n(Cc3ccc(F)cc3)c(=O)n2C)n1C
5	-1	-2.5	-6	-0.6	7	-2	2	-42	4	/	C#CCn1c(S(=O)(=O)Cc2ccc(F)cc2)nc(-c2ccccc2)c1-c1ccccc1
6	-4	-1.0	0	-2.1	1	7	-4	-35	-10	-6	Cc1ccc(-c2[nH]c(-c3ccccc3)nc2SCC(=O)NCC2CCCO2)cc1 (stereo not drawn)
7	-8	-1.6	-3	0.7	0	-4	0	9	7	0	COc1ccc(/C=C2\Oc3cc(OCC(=O)N4CCC[C@H]4C(=O)O)ccc3C2=O)cc1OC
8	3	-0.7	0	0.1	1	0	-1	24	7	-5	OCCC1CN(Cc2cccc3nonc23)CCN1C1CCCCC1 (stereo not drawn)
9	-1	-1.2	-2	1.1	7	-10	-3	-27	-1	-1	Cc1ccc(C(=O)C2CCN(CC(=O)Nc3ccc(N(C)C)cc3)CC2)cc1
10	-5	-0.8	0	-0.8	-3	4	-5	6	1	-6	CCN(CC)C(=O)CSc1nnc(COc2ccccc2)n1N
11	0	8.6	10	-2.6	-1	-1	-2	3	-3	58*	COc1ccc(-c2nn(CCC#N)cc2/C=N/O)cc1OC
12	-3	1.1	-5	-0.8	-5	3	0	30	1	-5	CC(=O)c1c(C)c[nH]c1C
13	-1	0.9	0	0.3	-2	-5	1	12	57*	-6	Cc1c(C(=O)N2CCC[C@H]2CO)oc2c(F)cccc12
14	-3	-1.3	1	-0.3	0	-1	-3	-67	5	-4	CSc1ccccc1OCc1cc(C(=O)NCCCn2nc(C)cc2C)no1
15	3	-0.4	-2	-0.4	5	-2	1	20	3	0	O=C(COc1ccc(S(=O)(=O)N2CCCC2)cc1Cl)NC1CCCC1
16	-7	-0.9	-2	0.9	-6	0	-2	7	-13	-1	COc1ccc(CC(=O)NCc2nnc(SCCOc3ccccc3)n2C)cc1
17	-3	-1.7	0	0.0	-4	-7	-3	8	12	/	COc1ccccc1N1CCN(C(=O)CCCC2=NS(=O)(=O)c3ccccc3N2)CC1
18	-3	-1.9	1	-1.4	-5	1	3	-15	2	-1	COc1cc(/C=C/C(=O)OCC(=O)NC(=O)NC2CCCC2)ccc1OCC#N
19	-6	-0.4	1	3.5	4	-3	0	-3	-1	-4	Cc1ccc(C(C(=O)NCC2CCCO2)N(Cc2ccccc2)C(=O)c2ccc(-c3ccccc3)[nH]2)o1 (stereo not drawn)
20	-9	-2.1	-6	0.9	8	5	-3	35	/	-1	COc1ccc(CCNC(=O)C2CC2)cc1OC
21	1	-1.3	-5	-2.4	-5	7	-5	15	-4	0	C[C@H]1CC[C@]2(O[C@@H](CCO)C[C@@H](O)[C@@H]2O)O1
22	1	0.1	-3	-0.9	10	-5	-5	-31	/	21	COc1ccc2[nH]c(C(=O)NCc3ccccc3)c(C)c2c1
23	-8	0.8	-7	3.1	-1	1	-1	-6	10	1	C=C1CCN([C@@H](Cc2ccccc2)C(=O)Nc2ccc(OC)cc2)S(=O)(=O)c2ccccc21
24	-9	-0.4	0	4.9	-1	-1	-1	37	-6	-5	Cc1ccc(SCCC(=O)NCc2ccccn2)cc1
25	-2	/	0	-0.7	-5	0	1	4	9	35*	CNC(=O)c1cc(Nc2nnc(C)c3ccccc23)ccc1OC
26	-5	-1.2	0	-2.0	0	2	-2	/	7	-4	CC(C)(C)C(=O)Nc1nnc(SCC(=O)NC2CCCCC2)s1
27	-8	-3.0	0	2.5	8	-4	-7	-6	-3	-5	Cc1noc(C)c1S(=O)(=O)Nc1ccc(C(=O)NCCc2ccccc2)cc1
28	-12	-3.0	-2	-0.3	11	-2	-5	-3	0	2	COc1ccc(CC(=O)OC(C)CN2CCOCC2)cc1 (stereo not drawn)
29	6	1.1	9	-0.3	5	-13	-4	-12	1	/	O=c1c2c(-c3ccccc3)csc2ncn1/N=C/c1cccc([N+](=O)[O-])c1O
30	-10	-0.4	3	-0.3	1	4	-4	25	0	/	Cc1ccc(S(=O)(=O)CCC(=O)OC(C)C(=O)Nc2ccc(N3CCOCC3)cc2)cc1 (stereo not drawn)
31	9	-2.3	-1	-0.3	-4	-1	2	13	-1	-1	COc1cc(OC)c(C(=O)OCN2C(=O)c3ccccc3C2=O)cc1OC
32	-7	-3.8	-8	-1.0	-11	-6	1	0	23	-4	CC(C)(C)c1ccc(NC(=O)CON=C(N)c2ccccc2)cc1
33	4	-2.9	-2	-0.7	-3	-10	4	/	15	-7	Cn1c(=O)c2ccccc2n(CC(=O)NC2CCCCC2)c1=O
34	-16	-2.8	0	2.1	8	-2	-3	2	/	-2	COc1cccc(C(=O)NCCS(=O)(=O)NCc2cccs2)c1
35	-5	0.2	-10	3.0	-4	-4	0	-28	3	2	CC(C)(C)OC(=O)CC1(C#N)c2ccccc2C(Br)=CN1C(=O)c1ccccc1 (stereo not drawn)
36	-7	-2.7	-1	0.5	3	-4	1	8	-15	0	CCOc1ccc(NC(=O)CSc2nnc(C)n2Cc2ccccc2)cc1
37	-13	-0.1	0	-2.4	-7	-3	-10	13	10	-2	CC(C)C12NC(=O)NC(=O)N1CCS2 (stereo not drawn)
38	-1	-0.6	-1	-0.6	-2	1	0	-3	5	/	COc1ccc(/C=N/Nc2nnc(-c3ncc[nH]3)c3ccccc23)cc1
39	-3	/	-3	0.9	-1	6	-1	-12	-11	-2	Cc1cc(C)cc(NS(=O)(=O)Cc2ccccc2)c1
40	-5	-2.4	-2	-0.9	-5	11	0	22	?	-3	Cc1ccccc1C(=O)N1CCC(C(=O)Nc2ccc3c(c2)OCO3)CC1
41	-4	-0.2	3	0.4	-2	-2	0	-19	/	1	CCN(CC)C(=O)c1csc(Nc2ccc(C)cc2)n1
42	0	-0.1	1	1.3	-3	-1	-1	11	-4	-4	Cc1c(Cl)cccc1NC(=O)CNC(=O)c1ccc(F)cc1
43	-7	-0.6	-1	1.5	5	3	-1	6	-17	/	Cc1cccc2c1cnn2C(=O)CCC(=O)NC1CCCCC1
44	4	-2.1	-3	-0.9	-7	-6	1	-34	1	-3	O=C(N/N=C/c1cccc([N+](=O)[O-])c1)c1cc2ccccc2o1
45	-14	0.0	-4	-1.1	-1	7	-3	-2	-11	/	O=C1CCCCC1Sc1nnc(-c2ccc3c(c2)OCO3)o1 (stereo not drawn)
46	-5	/	0	-0.5	-6	-5	-1	22	1	0	CCCCS(=O)(=O)C1CCS(=O)(=O)C1 (stereo not drawn)
47	-1	-0.4	-1	1.2	-6	-3	2	14	3	6	CC(NS(=O)(=O)c1c(N)n(C)c(=O)n(C)c1=O)c1ccccc1 (stereo not drawn)
48	7	-1.4	0	-0.7	-5	2	-1	24	1	-6	CCCCNC(=O)c1c[nH]c2ccc(S(=O)(=O)N3CCOCC3)cc2c1=O
49	-8	-0.7	1	-1.9	2	-4	0	-29	?	-2	CCn1nc(C)c(NC(=O)CCCSc2nc(-c3ccco3)cc(C(F)(F)F)n2)c1C
50	1	-3.2	0	23	-1	3	1	20	-4	-2	O=C(O)C1CC(c2ccc(F)cc2)=NO1 (stereo not drawn)
51	-4	-0.1	-1	2.3	1	3	-2	-19	7	-2	O=C(CSCc1cccc(Br)c1)N1CCOCC1
52	-8	-1.1	-2	-0.4	6	-10	-1	13	1	0	Cc1cccn2c(=O)nc(SCC(=O)N3CCOCC3)nc12
53	7	-0.9	3	-1.3	5	-9	-7	4	-5	-3	Cc1ccc(C(=O)OCC(=O)NC2CCCCC2)s1
54	7	-2.6	1	1.6	-2	1	-1	-23	-9	1	CN1CCN(C(=O)c2c(NC(=O)c3ccco3)sc3c2CCC(C(C)(C)C)C3)CC1 (stereo not drawn)
55	2	-1.8	0	-1.6	-3	-18	-2	2	-7	0	Cn1c(SCC(=O)N2CCCCCC2)nc2c(c1=O)SCC2
56	1	-0.9	-14	2.6	1	0	1	22	-4	-2	COc1ccccc1C/C(N)=N/OC(=O)COc1cccc2ccccc12
57	11	-0.7	-2	0.3	2	-3	-3	26	0	5	CC(NCCO)C(=O)C12CC3CC(CC(C3)C1)C2 (stereo not drawn)
58	-9	-0.4	-1	-0.7	-4	-2	-1	21	-4	2	COc1ccc(S(=O)(=O)N2CCCC2)cc1C(=O)N1CCOCC1
59	2	0.7	0	-1.7	10	-14	-10	-66	1	-3	COc1ccccc1Nc1ncc(C(=O)N2CCN(Cc3ccc(OC)c(OC)c3OC)CC2)c2ccccc12
60	-1	-1.5	0	-0.4	-5	-4	-2	-48	2	/	COc1ccccc1CNC(=O)c1ccc(S(=O)(=O)N(C)c2ccccc2)cc1
